AddAB inh – growth inhibition of E. coli expressing H. pylori AddAB, primary screen, AddAB inhibitor project, absorbance. inhibition, % at 11.9 µM. actives 0.29% (n = 330,000); in the data active means inhibition above about 12%;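 further: 0% = vehicle wells of infected cells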
Ecoli viability – E. coli V3065 growth inhibition, primary screen, counter-screen for AddAB inhibitor project, absorbance, OD600. 18 h. inhibition, % at 11.9 µM. actives 0.27% (n = 330,000). AID 449728, 2010;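 active means inhibition above the campaign's mean inhibition across all tested compounds plus 3 SD, cut at about 9.9% in these data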;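 further: uninfected addAB+ strain grown without phage in ampicillin broth; 0% = DMSO wells and 100% = ciprofloxacin 0.95 µg/ml wells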
CAL PDZ FP – CAL PDZ peptide-binding inhibitors, primary screen, biochemical, fluorescence polarization, Cer-tagged CAL PDZ, HTS; Golgi-associated PDZ and coiled-coil motif-containing protein (Homo sapiens), Q9HD26; purified CAL PDZ, TMR-peptide fluorescence polarization, 1 h; inhibition, % at 20 µM; actives 0.02% (n = 330,000); AID 504414, 2011;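 active means highest replicate inhibition of at least 40%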;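 further: plate controls were DMSO neutral control wells for no effect and unlabeled competitor peptide control wells for full effect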
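material = purified tagged CAL PDZ domain construct (CerCALP) | buffer or medium = sodium phosphate/NaCl buffer pH 7.4 with TCEP, IgG, Thesit | reagent = TMR-labelled reporter peptide T*-PRC34 bound in PDZ groove | incubation = 1 h room-temperature incubation prior to read | measured by = fluorescence polarization (mP) | evaluation = percent inhibition from loss of millipolarization | control set = unlabelled peptide and DMSO controls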
Rtt109 HAT inh – inhibitors of C. albicans Rtt109/Vps75 HAT, primary screen, biochemical, ThioGlo CoA-SH fluorescence, plate reader; actives 0.16% (n = 330,000); inhibition, % at 34.9 µM; purified Rtt109/Vps75, 4 h;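 active means inhibition of at least 50% in every replicate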
Target sequence (Q5AAJ8 whole entry, looked up): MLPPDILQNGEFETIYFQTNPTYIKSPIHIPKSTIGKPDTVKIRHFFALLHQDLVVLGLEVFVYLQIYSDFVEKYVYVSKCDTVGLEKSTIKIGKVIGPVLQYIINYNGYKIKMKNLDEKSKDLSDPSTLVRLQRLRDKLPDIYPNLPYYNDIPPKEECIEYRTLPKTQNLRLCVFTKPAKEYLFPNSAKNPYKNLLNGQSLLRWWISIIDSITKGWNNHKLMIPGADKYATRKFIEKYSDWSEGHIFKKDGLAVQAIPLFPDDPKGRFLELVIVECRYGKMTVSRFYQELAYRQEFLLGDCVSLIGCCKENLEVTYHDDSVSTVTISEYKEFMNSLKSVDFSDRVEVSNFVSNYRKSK
Wnt bcat act – Wnt/beta-catenin pathway activators, primary screen, cell-based, plate reader, single point; Wnt/beta-catenin reporter cell assay, activator; actives 1.2% (n = 300,000); activation, % at 9.35 µM; in the data active means activation above about 30%, passing the limit was not always enough;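 further: 0% = neutral control wells and 100% = positive control wells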
PfHsp90 set2 – growth inhibition of PfHsp90-expressing yeast, primary screen, antimalarial PfHsp90 inhibitor project, S. cerevisiae, BacTiter-Glo luminescence, single point, set 2 | inhibition, % at 9.4 µM | AID 504621, 2011 | BacTiter-Glo ATP, 48 h; yeast lacking PDR1 and PDR3 efflux regulators | actives 0.32% (n = 310,000);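 active means every replicate shows inhibition above about 80%, whatever the replicate mean, limit read from the data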;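 further: 0% = DMSO neutral controls and 100% = 20 µM radicicol positive controls; yeast relying on Plasmodium falciparum Hsp90 in place of its own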
phage Ecoli inh – growth loss of phage-infected E. coli, primary screen, RecBCD inhibitor project, absorbance, with phage, HTS; inhibition, % at 11.9 µM; actives 0.26% (n = 360,000); AID 651602, 2012; in the data active means inhibition above about 11%
PvdQ acylase – P. aeruginosa PvdQ acylase inhibitors, primary screen, biochemical, fluorescence, plate reader and imaging, single point | purified PvdQ acylase | PvdQ acylase [Pseudomonas aeruginosa LESB58] | actives 0.063% (n = 340,000) | inhibition, % at 10 µM; in the data active means inhibition above about 30%, passing the limit was not always enough;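 further: 0% = vehicle neutral wells and 100% = reference inhibitor wells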
Tat export inh – E. coli Tat export inhibitors, primary screen, MC4100, TorA-mCherry reporter, fluorescence, single point; inhibition, % at 10 µM; actives 0.036% (n = 340,000); AID 488895, 2010;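 active means mean replicate inhibition at least 50% and at least half of replicates individually reaching 50%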;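 further: exported cargo escapes ClpAP degradation while cytoplasmic cargo is degraded and loses fluorescence; 0% = median of neutral control wells and 100% = median of NaSCN control wells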
DAGLB inhibitor – DAGLB lipase inhibitors, primary screen, biochemical, fluorescence, HTS. actives 0.059% (n = 340,000). HEK293T DAGLB membrane lysate, EnzChek fluorogenic substrate. inhibition, % at 5.17 µM. Diacylglycerol lipase-beta (Homo sapiens), Q8NCG7; in the data active means inhibition above about 34%;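 further: 0% = enzyme with vehicle and 100% = wells lacking enzyme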
Target sequence (Q8NCG7 whole entry, looked up): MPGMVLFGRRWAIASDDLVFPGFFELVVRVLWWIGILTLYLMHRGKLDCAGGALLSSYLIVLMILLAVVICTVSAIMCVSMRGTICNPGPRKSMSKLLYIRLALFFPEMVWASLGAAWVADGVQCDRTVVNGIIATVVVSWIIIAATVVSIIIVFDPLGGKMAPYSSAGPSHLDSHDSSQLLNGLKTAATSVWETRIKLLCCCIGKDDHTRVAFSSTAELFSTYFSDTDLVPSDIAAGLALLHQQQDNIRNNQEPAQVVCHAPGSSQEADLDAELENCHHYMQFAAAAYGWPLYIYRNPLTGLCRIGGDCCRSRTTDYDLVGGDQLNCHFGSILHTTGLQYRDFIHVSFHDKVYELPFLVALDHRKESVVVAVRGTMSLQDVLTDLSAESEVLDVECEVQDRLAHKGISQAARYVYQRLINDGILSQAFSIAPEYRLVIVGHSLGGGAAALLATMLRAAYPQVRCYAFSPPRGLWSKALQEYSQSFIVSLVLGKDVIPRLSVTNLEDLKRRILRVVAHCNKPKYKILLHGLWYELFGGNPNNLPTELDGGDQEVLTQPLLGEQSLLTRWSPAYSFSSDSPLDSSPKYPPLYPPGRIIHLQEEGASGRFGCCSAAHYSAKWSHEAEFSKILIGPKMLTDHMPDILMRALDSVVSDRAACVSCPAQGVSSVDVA
An asterisk follows results filed as active.

How did O=C(N/N=C/c1cccc(F)c1)c1c(O)c2ccccc2[nH]c1=O do in these assays?
AddAB inh: 5.6; Ecoli viability: 0.7; CAL PDZ FP: -0.3; Rtt109 HAT inh: -10; Wnt bcat act: -4; PfHsp90 set2: 14; phage Ecoli inh: 2.0; PvdQ acylase: -13; Tat export inh: -4; DAGLB inhibitor: 1

How did CCOC(=O)N1CCN(CC(O)COc2c(C)cc(C)cc2C)CC1 (stereo not given) do in these assays?
AddAB inh: -0.2; Ecoli viability: -1.0; CAL PDZ FP: -1.0; Rtt109 HAT inh: -13; Wnt bcat act: 0; PfHsp90 set2: 2; phage Ecoli inh: 0.1; PvdQ acylase: 9; Tat export inh: -2; DAGLB inhibitor: -10

Results for CC(C)c1ccc(NC(=O)[C@@H](C)NC(=O)[C@@H]2Cc3ccccc3CN2)cc1 ?
AddAB inh: 0.2; Ecoli viability: -1.3; CAL PDZ FP: -2.3; Rtt109 HAT inh: -4; Wnt bcat act: 4; PfHsp90 set2: 12; phage Ecoli inh: -1.1; PvdQ acylase: -10; Tat export inh: -3; DAGLB inhibitor: -2

How did C=CCS/C(N)=N\N=C\c1cc(Br)cc([N+](=O)[O-])c1O do in these assays?
AddAB inh: 0.8; Ecoli viability: 1.2; CAL PDZ FP: 0.5; Rtt109 HAT inh: -5; Wnt bcat act: 6; PfHsp90 set2: -32; phage Ecoli inh: 0.3; PvdQ acylase: 3; Tat export inh: -7; DAGLB inhibitor: 6

How did COc1ccc(CN2CCN(C(=O)C3CC(=O)N(C4CCCCCC4)C3)CC2)c(OC)c1OC (stereo not given) do in these assays?
AddAB inh: 0.7; Ecoli viability: 0.2; CAL PDZ FP: 1.5; Rtt109 HAT inh: 15; PfHsp90 set2: -11; phage Ecoli inh: 0.4; PvdQ acylase: 2; Tat export inh: -4; DAGLB inhibitor: -2

What do the screens show for `CCn1c(SCC(=O)Nc2nonc2C)nnc1-c1ccoc1C`?
AddAB inh: 2.4; Ecoli viability: -0.9; Rtt109 HAT inh: -3; Wnt bcat act: -4; PfHsp90 set2: 15; phage Ecoli inh: 1.1; PvdQ acylase: -8; Tat export inh: -4; DAGLB inhibitor: 0

What do the screens show for `COc1cccc(/C=N\NC(=O)c2ccc(C)nc2)c1`?
AddAB inh: 2.1; Ecoli viability: 0.7; CAL PDZ FP: 0.1; Rtt109 HAT inh: 1; Wnt bcat act: -2; PfHsp90 set2: 17; phage Ecoli inh: 0.7; PvdQ acylase: -8; Tat export inh: 2; DAGLB inhibitor: 1

What do the screens show for `Cc1[nH]c2ccc(-c3nnc(SCC(=O)N4CCCc5ccccc54)o3)cc2c1C`?
AddAB inh: 1.3; Ecoli viability: -1.8; CAL PDZ FP: 0.8; Rtt109 HAT inh: -2; Wnt bcat act: -4; PfHsp90 set2: 12; phage Ecoli inh: 1.8; PvdQ acylase: -11; Tat export inh: -9; DAGLB inhibitor: 0

Results for CCOc1ccccc1C(=O)NCCc1cnc[nH]1 ?
AddAB inh: 1.6; Ecoli viability: 2.9; CAL PDZ FP: 0.2; Rtt109 HAT inh: -8; Wnt bcat act: 1; PfHsp90 set2: 4; phage Ecoli inh: 0.3; PvdQ acylase: -4; Tat export inh: -6; DAGLB inhibitor: 1

How did CC1CC(C)CN(C(=O)C2CCN(S(=O)(=O)N3CCC4(CC3)OCCO4)CC2)C1 (stereo not given) do in these assays?
AddAB inh: 1.5; Ecoli viability: 0.8; CAL PDZ FP: -1.8; Rtt109 HAT inh: -4; Wnt bcat act: -1; PfHsp90 set2: -8; phage Ecoli inh: 0.2; PvdQ acylase: -7; Tat export inh: 4; DAGLB inhibitor: 1

Results for COc1ccc(C[C@H]2c3cc(O)c(OC)cc3CC[N+]2(C)[O-])cc1O (stereo not given in full) ?
AddAB inh: 1.6; Ecoli viability: 0.0; CAL PDZ FP: 0.5; Rtt109 HAT inh: 3; Wnt bcat act: -2; PfHsp90 set2: 1; phage Ecoli inh: 3.2; PvdQ acylase: -10; Tat export inh: 0; DAGLB inhibitor: 1

How did Cc1cc(C)c(-n2nnnc2SC(C)C)c(C)c1 do in these assays?
AddAB inh: 0.2; Ecoli viability: -3.0; CAL PDZ FP: -0.3; Rtt109 HAT inh: 2; Wnt bcat act: 0; PfHsp90 set2: -5; phage Ecoli inh: 3.3; PvdQ acylase: -7; Tat export inh: -8; DAGLB inhibitor: -3

How did O=C(COc1ccc(Cl)cc1Cl)OCn1nnc2ccccc2c1=O do in these assays?
AddAB inh: 0.1; Ecoli viability: -0.7; CAL PDZ FP: -0.3; Rtt109 HAT inh: 0; Wnt bcat act: 7; PfHsp90 set2: 5; phage Ecoli inh: 1.4; PvdQ acylase: -1; Tat export inh: 7; DAGLB inhibitor: -5

How did CCn1cc(C(C)NC(=O)COc2ccc(Cl)cc2C)c(C)n1 (stereo not given) do in these assays?
AddAB inh: 3.9; Ecoli viability: -1.9; CAL PDZ FP: -0.5; Rtt109 HAT inh: 2; Wnt bcat act: 7; PfHsp90 set2: -18; phage Ecoli inh: 2.3; PvdQ acylase: -13; Tat export inh: -1; DAGLB inhibitor: 1

Results for CC(=O)N1c2ccc(S(=O)(=O)N(C)CC(=O)N3CCCC3)cc2CC1C (stereo not given) ?
AddAB inh: 2.1; Ecoli viability: 1.4; CAL PDZ FP: 0.2; Rtt109 HAT inh: -17; PfHsp90 set2: 19; PvdQ acylase: -9; Tat export inh: -3; DAGLB inhibitor: 2

Results for CN(CC(=O)Nc1cccc(F)c1)C(=O)C1CC(=O)N(Cc2ccco2)C1 (stereo not given) ?
AddAB inh: 4.4; Ecoli viability: 1.7; CAL PDZ FP: -1.5; Rtt109 HAT inh: -1; Wnt bcat act: -2; PfHsp90 set2: -12; phage Ecoli inh: 1.0; PvdQ acylase: -5; Tat export inh: -5; DAGLB inhibitor: 3

Results for COc1ccc(CNCc2cc(C)c(OC)cc2C)c(OC)c1 ?
AddAB inh: 1.0; Ecoli viability: 2.6; CAL PDZ FP: -0.9; Rtt109 HAT inh: 4; Wnt bcat act: -1; PfHsp90 set2: 11; phage Ecoli inh: -5.3; PvdQ acylase: 1; Tat export inh: 3; DAGLB inhibitor: 0

How did CC(=O)Nc1cc(C(=O)O)ccc1S(=O)(=O)c1ccc(Cl)cc1 do in these assays?
AddAB inh: 2.0; Ecoli viability: -2.3; CAL PDZ FP: -3.3; Rtt109 HAT inh: -10; PfHsp90 set2: -2; phage Ecoli inh: 0.8; PvdQ acylase: -23; Tat export inh: 2; DAGLB inhibitor: 2

Results for O=C(NCCCN1CCCC1=O)c1cccc(NS(=O)(=O)c2ccccc2)c1 ?
AddAB inh: -1.7; Ecoli viability: -0.1; CAL PDZ FP: -2.2; Rtt109 HAT inh: -2; Wnt bcat act: 1; PfHsp90 set2: -17; phage Ecoli inh: 4.6; PvdQ acylase: -12; Tat export inh: 0; DAGLB inhibitor: 0

How did CCOC(=O)c1sc(NC(=O)c2ccccc2OC)nc1C do in these assays?
AddAB inh: -2.0; Ecoli viability: -1.1; CAL PDZ FP: -2.0; Rtt109 HAT inh: -1; Wnt bcat act: 12; PfHsp90 set2: 7; phage Ecoli inh: 2.9; PvdQ acylase: -9; Tat export inh: 3; DAGLB inhibitor: -11

Overlap with the part before: 2 entries; new compounds follow.
Results for O=C(NCCCN1CCCC1=O)c1cccc(NS(=O)(=O)c2ccccc2)c1 ?
AddAB inh: -1.7; Ecoli viability: -0.1; CAL PDZ FP: -2.2; Rtt109 HAT inh: -2; Wnt bcat act: 1; PfHsp90 set2: -17; phage Ecoli inh: 4.6; PvdQ acylase: -12; Tat export inh: 0; DAGLB inhibitor: 0

How did CCOC(=O)c1sc(NC(=O)c2ccccc2OC)nc1C do in these assays?
AddAB inh: -2.0; Ecoli viability: -1.1; CAL PDZ FP: -2.0; Rtt109 HAT inh: -1; Wnt bcat act: 12; PfHsp90 set2: 7; phage Ecoli inh: 2.9; PvdQ acylase: -9; Tat export inh: 3; DAGLB inhibitor: -11

How did COc1ccccc1N1CCN(C(=O)/C=C/c2ccco2)CC1 do in these assays?
AddAB inh: 1.9; Ecoli viability: 1.0; CAL PDZ FP: -0.6; Rtt109 HAT inh: -2; PfHsp90 set2: -27; phage Ecoli inh: -0.1; PvdQ acylase: -11; Tat export inh: -10; DAGLB inhibitor: -5

What do the screens show for `CC(=O)c1cccc(NC(=S)NC(=O)c2ccc(C)cc2)c1`?
AddAB inh: 4.8; Ecoli viability: -0.1; CAL PDZ FP: -0.3; Rtt109 HAT inh: -3; Wnt bcat act: -1; PfHsp90 set2: -9; phage Ecoli inh: 0.4; PvdQ acylase: -10; Tat export inh: -5; DAGLB inhibitor: -17

Results for COc1ccc(CCNC(=O)COC(=O)COc2c(C)cc(C)cc2C)cc1OC ?
AddAB inh: -1.0; Ecoli viability: 1.6; CAL PDZ FP: -3.5; Rtt109 HAT inh: 0; Wnt bcat act: -1; PfHsp90 set2: 1; phage Ecoli inh: 0.6; PvdQ acylase: -14; Tat export inh: -3; DAGLB inhibitor: -1

How did CCCNC(=S)N1CCN(Cc2ccc3c(c2)OCO3)CC1 do in these assays?
AddAB inh: 2.0; Ecoli viability: 1.4; CAL PDZ FP: -13; Rtt109 HAT inh: 3; Wnt bcat act: -1; PfHsp90 set2: -3; phage Ecoli inh: 2.3; PvdQ acylase: -1; Tat export inh: 4; DAGLB inhibitor: 1

What do the screens show for `CCC(=O)c1ccc(OCC(=O)OC(C)C(=O)NCc2ccc3c(c2)OCO3)cc1` (stereo not given)?
AddAB inh: -0.3; Ecoli viability: 1.3; CAL PDZ FP: -0.3; Rtt109 HAT inh: -4; Wnt bcat act: 1; phage Ecoli inh: 0.8; PvdQ acylase: -1; Tat export inh: -3; DAGLB inhibitor: -5

Results for O=C(C1CCN(CCc2ccccc2)CC1)N1CCOCC1 ?
CAL PDZ FP: 0.1; Rtt109 HAT inh: 6; Wnt bcat act: -4; phage Ecoli inh: 2.9; PvdQ acylase: -13; Tat export inh: 11; DAGLB inhibitor: 2

What do the screens show for `COc1ccc(/C=C/C(=O)N2CCN(c3ccccn3)CC2)c(OC)c1OC`?
AddAB inh: 0.3; Ecoli viability: -0.1; CAL PDZ FP: -0.2; Rtt109 HAT inh: -14; Wnt bcat act: -1; PfHsp90 set2: 36; phage Ecoli inh: -0.8; PvdQ acylase: -10; Tat export inh: -5; DAGLB inhibitor: 0

What do the screens show for `O=C1c2ccccc2C(O)N1Cc1ccco1` (stereo not given)?
AddAB inh: 2.2; Ecoli viability: 2.5; CAL PDZ FP: -1.6; Rtt109 HAT inh: -3; Wnt bcat act: 4; PfHsp90 set2: -11; phage Ecoli inh: 3.7; PvdQ acylase: 1; Tat export inh: -10; DAGLB inhibitor: 3

What do the screens show for `O=C(OCc1ccccc1)/C(=C/c1ccc(Cl)cc1)NC(=O)c1ccccc1Cl`?
AddAB inh: 2.8; Ecoli viability: -1.1; CAL PDZ FP: -0.9; Rtt109 HAT inh: 1; phage Ecoli inh: 0.1; PvdQ acylase: 1; Tat export inh: -7; DAGLB inhibitor: -3

Assay outcomes deposited in PubChem by several laboratories.
